# Screens: PubChem BioAssay, Southern Research Specialized Biocontainment Screening Center
# tuberculosis growth: growth inhibition of non-replicating M. tuberculosis (AID 488890) | 320,000 tested, 0.39% active | inhibition, % at 25 µM; hits with a dose series show IC50 in µM | Mycobacterium tuberculosis non-replicating, growth inhibition; higher % means a stronger effect; in the data active = a potency from the dose series; inconclusive = inhibition mostly from about 82% at the one dose, without a potency; inactive = the rest, 99 in 100 with inhibition below about 76%;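 note: plate controls were DMSO cells for no effect and high antibiotic wells for full effect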
# inhibitors of VEEV: inhibitors of VEEV TC-83 cytopathic effect, confirmation, Vero cells (AID 588727); Vero cells, VEEV TC-83 cytopathic effect inhibition; higher % means a stronger effect; inhibition, % at 20 µM; hits with a dose series show IC50 in µM; 350,000 tested, 0.13% active; in the data active = a potency from the dose series; inconclusive = inhibition mostly from about 14% at the one dose, without a potency; inactive = the rest, 99 in 100 with inhibition below about 12%; note: strong numbers were not always called active
# influenza NS1A: H1N1 influenza NS1A inhibitors, functional cell based assay (AID 504329); NS1A functional cell-based assay, percent inhibition; higher % means a stronger effect; 340,000 tested, 0.3% active; inhibition, % at 12.5 µM; hits with a dose series show IC50 in µM; in the data active = a potency from the dose series; inconclusive = inhibition above about 27% without an active follow-up result; note: strong numbers were not always called active
# H37Rv inhibition: M. tuberculosis growth inhibition, HTS (AID 449762); 330,000 tested, 0.59% active; inhibition, % at 25 µM, or IC50 in µM where a hit was titrated; M. tuberculosis H37Rv growth inhibition, 7H9 media; higher % means a stronger effect; in the data active = a potency from the dose series; inconclusive = inhibition above about 70% without an active follow-up result;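 note: bacterial growth assessed after seven days of incubation; strong numbers were not always called active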
# PhoP GFP inhibition: PhoP regulon inhibitors, Salmonella typhi PhoP promoter GFP reporter, confirmatory (AID 1850). 310,000 tested, 0.33% active. Salmonella Typhi PhoP-promoter GFP reporter, fluorescence, 4 h; higher % means a stronger effect. inhibition, % at 50 µM; hits with a dose series show IC50 in µM; in the data active = a potency from the dose series; inconclusive = inhibition mostly from about 25% at the one dose, without a potency; inactive = the rest, 99 in 100 with inhibition below about 19%;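 note: 0% = induced wells with vehicle and 100% = uninduced wells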
# inhibitors of VEEV 10K pilot screen: second read-out of inhibitors of VEEV, no call of its own (marks repeat the call); inhibition, %; measured here: 10K pilot screen inhibition
# * marks the source's active call; other numbers are inactive results; i = inactive; ? = inconclusive; . = not tested or not shown.
# The first 2 compounds (preview)
SMILES,tuberculosis growth,inhibitors of VEEV,influenza NS1A,H37Rv inhibition,PhoP GFP inhibition,others
O=C(Nc1nccs1)c1ccc(-c2ccc(F)cc2)o1,34%,4.3%,6%,?,7%,
Cc1ccc(-n2ncc(C#N)c2N)cc1,-2%,0.8%,-4%,-4%,-4%,

# Main list, from the start:
SMILES,tuberculosis growth,inhibitors of VEEV,influenza NS1A,H37Rv inhibition,PhoP GFP inhibition,others
O=C(Nc1nccs1)c1ccc(-c2ccc(F)cc2)o1,34%,4.3%,6%,?,7%,
Cc1ccc(-n2ncc(C#N)c2N)cc1,-2%,0.8%,-4%,-4%,-4%,
COc1ccc(N(CC(=O)NCc2cccc(OC)c2)S(=O)(=O)c2c(C)noc2C)cc1,13%,3.6%,-6%,-3%,-9%,
Cc1cc(C)c(C(=O)COC(=O)[C@H](C)Nc2ccc(C(F)(F)F)cc2[N+](=O)[O-])c(C)c1,76%,1.0%,5%,-3%,-8%,
O=C(N/N=C/c1ccc(O)c([N+](=O)[O-])c1)c1ccncc1,56%,11%,14%,?,1%,
CCCCc1[nH]c(=O)c(C#N)c2c1CSC(C)(C)C2,1%,i,12%,3%,0%,
Cc1ccc(OS(=O)(=O)c2c(C)nn(C)c2Cl)c(C)c1,-11%,5.6%,-6%,4%,-9%,
CC(C)(C)NS(=O)(=O)c1ccc(CCC(=O)Nc2ccc3c(c2)OCCO3)cc1,3%,0.9%,-10%,-12%,13%,
CCCCNc1ncnc2c1cnn2-c1ccc(Cl)cc1,.,8.2%,-1%,7%,-3%,
CCC(=O)Nc1ccc(N2CCN(Cc3ccccc3)CC2)cc1,8%,0.9%,5%,-1%,8%,
COC(=O)C(C)Sc1nc2c(c(=O)n1-c1ccccc1)SCC2 (stereo unspecified),16%,5.7%,-11%,-3%,-5%,
CC1CC(C)(C)CC2(C1)NC(=O)N(CC(=O)Nc1c(F)cccc1F)C2=O (stereo unspecified),10%,5.1%,-4%,0%,.,
COc1cc2nc(N3CCN(C(=O)OCc4ccccc4)[C@H](C(=O)NC(C)(C)C)C3)nc(N)c2cc1OC,46%,6.5%,10%,57%,0%,
COc1ccc(C(=O)Nc2nc(-c3ccc([N+](=O)[O-])cc3)c(-c3ccccc3)s2)cc1,1%,0.5%,2%,16%,-5%,
CN(C)c1ccc(N/C=C/C(=O)c2ccco2)cc1,65%,2.5%,29%,13%,0%,
O=C(Cc1ccc(S(=O)(=O)N2CCOCC2)s1)Nc1ccccc1N1CCOCC1,-11%,i,-5%,-2%,-2%,
COCCNc1ccc(-c2n[nH]c(=O)c3ccccc23)cc1[N+](=O)[O-],-29%,i,22%,-3%,1%,
O=C(NCCSSCCNC(=O)c1ccccc1)c1ccccc1,.,3.1%,0%,.,.,
O=C(CCCN1C(=O)S/C(=C\c2ccccc2)C1=O)NNC(=O)c1ccccc1O,-2%,4.2%,-6%,2%,-6%,
O=C(COC(=O)c1cc(S(=O)(=O)N2CCOCC2)ccc1Cl)Nc1ccc2c(c1)OCO2,-6%,i,4%,-5%,-3%,
Cc1ccnc(NCc2cccc3ccccc23)c1,29%,1.2%,-29%,5%,-6%,
CC(c1ccccc1)N(CC(=O)NC1CCCCC1)S(=O)(=O)c1cccc(C(F)(F)F)c1 (stereo unspecified),-1%,2.1%,2%,13%,-12%,
C1CCC2CCCCC2C1 (stereo unspecified),4%,0.1%,-10%,-1%,.,
COc1cc([N+](=O)[O-])ccc1NC(=O)Nc1ccc2c(c1)OCCO2,24%,2.1%,-8%,-4%,-9%,

# Three structures already listed, ordered by formula weight, highest first.
SMILES,tuberculosis growth,inhibitors of VEEV,influenza NS1A,H37Rv inhibition,PhoP GFP inhibition,others
COc1cc2nc(N3CCN(C(=O)OCc4ccccc4)[C@H](C(=O)NC(C)(C)C)C3)nc(N)c2cc1OC,46%,6.5%,10%,57%,0%,
COCCNc1ccc(-c2n[nH]c(=O)c3ccccc23)cc1[N+](=O)[O-],-29%,i,22%,-3%,1%,
Cc1ccnc(NCc2cccc3ccccc23)c1,29%,1.2%,-29%,5%,-6%,

# Continued:
SMILES,tuberculosis growth,inhibitors of VEEV,influenza NS1A,H37Rv inhibition,PhoP GFP inhibition,others
O=C(CSc1nccc(=O)[nH]1)N1CCN(c2ccccc2)CC1,-6%,0.1%,-1%,-14%,3%,
Cc1cc(C)c2[nH]c(C(=O)N3CCC(n4nccc4NC(=O)C4CC4)CC3)c(C)c2c1,19%,7.0%,-9%,-2%,2%,
CCOc1ccc(NC(=O)N[C@@H](Cc2ccccc2)C(=O)O)cc1,10%,i,-8%,7%,7%,
COc1ccc(OC)c2c1CC(C)(C)NC2=O,-29%,1.3%,2%,-6%,-11%,
O=C(COc1nsnc1N1CCOCC1)N1CCOCC1,.,1.5%,-9%,.,.,
Cc1ccccc1CSc1nnc(-c2ccccc2)c(=O)[nH]1,74%,10%,2%,15%,4%,
CCN(CC)c1ccc(C(=O)N/N=C/c2ccc(N3CCOCC3)cc2)cc1,3%,0.7%,1%,5%,-5%,
Cc1cc(C)c(C(=O)C(C)OC(=O)Cn2cnc3c2c(=O)n(C)c(=O)n3C)cc1C (stereo unspecified),-5%,0.7%,-5%,-6%,-2%,
CCC(Sc1nc(C)cc(C)n1)C(=O)Nc1cc(C)on1 (stereo unspecified),16%,0.3%,-6%,4%,3%,
Cc1cc2oc(=O)cc(CN(C)Cc3ccccc3Cl)c2cc1C,14%,0.6%,-4%,1%,0%,
Cc1cc(C)cc(N(C(=O)c2csnn2)C(C(=O)NC2CCCC2)c2cccnc2)c1 (stereo unspecified),4%,1.4%,-1%,-8%,7%,
O=C(Nc1nccs1)c1ccc(COc2ccc(F)cc2)o1,70%,2.1%,25%,-3%,-7%,
Nn1c(SCC(=O)NC2CCCCCC2)nnc1C(F)(F)F,15%,0.0%,-3%,3%,.,
Cc1cc(NC(=O)Nc2ccc(Cl)cc2)n(-c2ccccc2)n1,11%,2.5%,2%,1%,-2%,
CCOC(=O)c1c(C)[nH]c(C)c1C(=O)COC(=O)c1cccc(S(=O)(=O)N(CC)CC)c1,12%,6.2%,12%,-6%,-6%,
CC1(C)C(N(O)C(=O)Nc2ccc(Cl)cc2)N(c2ccc(Cl)cc2)C(=O)N1CC(=O)NN (stereo unspecified),9%,0.1%,-4%,-11%,-2%,
COc1ccccc1CNC(=O)c1csc(Cc2ccc(Cl)cc2)n1,48%,3.3%,-63%,2%,-1%,
CCc1cc(CNC(=O)C2CCC(=O)N(Cc3cccc(F)c3)C2)on1 (stereo unspecified),-9%,0.6%,-2%,5%,29%,
Cc1ccc(C)c(S(=O)(=O)N2CCN(Cc3cc4c(cc3O)OCO4)CC2)c1,20%,i,0%,4%,.,
Cc1c(C(=O)NCCSCc2c(F)cccc2Cl)cnn1-c1ccc(F)cc1,22%,5.0%,10%,-4%,-6%,
S=C1N(c2ccccc2)C(c2ccccc2)N2CCCN12 (stereo unspecified),1%,2.2%,-1%,4%,5%,
Cc1csc(NC(=O)CNC(=O)OCc2ccccc2)n1,1%,2.4%,-13%,-3%,7%,
O=C(COc1ncnc2sccc12)Nc1ccc2c(c1)OCCO2,-11%,6.0%,-10%,-8%,2%,
CC(C)OC(=O)c1cc2c(ccn2C)n1CC(=O)N1CCC(Cc2ccccc2)CC1,39%,4.1%,14%,14%,7%,

# Fetched by structure from the list above, 2 records:
SMILES,tuberculosis growth,inhibitors of VEEV,influenza NS1A,H37Rv inhibition,PhoP GFP inhibition,others
COc1ccccc1CNC(=O)c1csc(Cc2ccc(Cl)cc2)n1,48%,3.3%,-63%,2%,-1%,
CC(C)OC(=O)c1cc2c(ccn2C)n1CC(=O)N1CCC(Cc2ccccc2)CC1,39%,4.1%,14%,14%,7%,

# Next records follow.
SMILES,tuberculosis growth,inhibitors of VEEV,influenza NS1A,H37Rv inhibition,PhoP GFP inhibition,others
C#CCOCCOCCOCCNc1nc(N2CCN(C(=O)CCCCCCCCCCNC(=O)[C@@H](CCSC)n3cc(CCO)nn3)CC2)nc(N2CCN(C(=O)CCCCCCCCCCNC(=O)[C@H](CCCN=C(N)N)n3cc(C[C@@H](C)CC)nn3)CC2)n1,?,?,15%,?,-11%,
Cc1ccc(S(=O)(=O)N(C)CC(=O)O/N=C(\N)c2cccc(Br)c2)cc1,12%,0.7%,4%,33%,-10%,
COc1cccc(OC)c1C(=O)Nc1cccc(-n2cnnn2)c1,-4%,0.7%,8%,-5%,-15%,
CC(C)C(NC(=O)c1ccccc1F)C(=O)NCc1ccccc1 (stereo unspecified),-3%,1.0%,15%,-2%,9%,
NS(=O)(=O)c1ccc(NC(=O)C2(c3ccccc3)CCCC2)cc1,-14%,1.6%,-2%,-3%,7%,
COc1ccc(OC)c(NC(=O)c2ccccc2N(Cc2ccccc2)S(C)(=O)=O)c1,23%,6.8%,4%,-1%,-5%,
COc1cc(OC)cc(C(=O)NC2CC(C)(C)NC(C)(C)C2)c1,-10%,i,3%,-11%,-3%,
COc1ccc(C(=O)N2c3cc4c(cc3C(C)=CC2(C)C)OCO4)cc1,.,3.7%,2%,.,.,
CCCCc1nc(C(N)=O)c2[nH]c(=O)n(-c3ccc(OCC)cc3)c2n1,14%,1.7%,-8%,8%,8%,
COc1ccccc1C(=O)NCCC(=O)NCC(c1ccccc1OC)N1CCCC1 (stereo unspecified),6%,7.1%,-15%,3%,0%,
Cc1cc(-c2ccccc2)[nH]c(=O)c1S(=O)(=O)c1ccc(Cl)cc1,-12%,6.0%,0%,.,-5%,
CC1CCCCN1S(=O)(=O)c1ccc(C(=O)Nc2nnc(C3=COCCO3)o2)cc1 (stereo unspecified),32%,11%,-3%,47%,-8%,
CCCCNc1cc(=O)n(C)c(=O)n1C,-13%,0.3%,-2%,-9%,-2%,
CCCN(CCC)C1Cc2cc(OC)c(OC)cc2C1,-5%,1.2%,3%,-4%,-28%,
CCCCC(CC)C(=O)Nc1ccccc1C#N (stereo unspecified),10%,i,-22%,-20%,6%,
Cc1ccc(C(=O)c2ccc(N3CCOCC3)c(F)c2)cc1,0%,5.4%,9%,-3%,-2%,
Cc1ccccc1NC(=O)c1cc(S(=O)(=O)N2CCOCC2)cs1,-2%,0.9%,6%,-3%,-4%,inhibitors of VEEV 10K pilot screen=1.3
Cc1cc(/C=N/NC(=O)c2ccc(CN3CCOCC3)cc2)c(C)n1-c1ccccc1,12%,1.1%,-7%,-3%,8%,
COc1ccc(OC)c(NC(=O)Nc2ccc(Cl)cc2)c1,2%,i,5%,7%,-5%,
Cc1ccc(CSc2nnc(CNc3ccc(F)cc3)o2)cc1,39%,0.8%,1%,?,5%,
COc1ccc(-c2noc(CN(C)S(=O)(=O)c3ccc(C)cc3)n2)cc1,12%,0.2%,-2%,-9%,7%,
CC(C)Cc1nnc(NC(=O)CCC(=O)Nc2ccc(F)cc2)s1,-6%,5.2%,-26%,-6%,12%,
COc1ccccc1OCC(O)Cn1c(=N)n(CCN2CCCCC2)c2ccccc21 (stereo unspecified),19%,i,3%,-1%,15%,
O=C(NC1CCCC(C(F)(F)F)C1)c1ccc([N+](=O)[O-])o1 (stereo unspecified),?,i,-5%,2.7µM*,.,
COc1ccc(Cl)cc1C(=O)n1nc(C)cc1C,14%,0.4%,-3%,2%,3%,
CC(C)NC(=O)[C@@H]1CSC2c3ccccc3C(=O)N21 (stereo partly specified),-6%,1.9%,-7%,-2%,-13%,
N#Cc1ccc(COC(=O)Cn2nnc(-c3ccccc3)n2)cc1,37%,0.3%,-4%,1%,-3%,
O=C(N/N=C\c1cn[nH]c1-c1ccccc1)c1cccs1,-21%,3.3%,-1%,-2%,-5%,
CC(c1nc2ccccc2c(=O)[nH]1)N1CCN(C)CC1 (stereo unspecified),-7%,i,8%,-1%,6%,
COC(=O)c1cccc(NC(=O)/C=C/c2ccc([N+](=O)[O-])cc2)c1,59%,0.2%,5%,-3%,7%,
